Bioassay records from PubChem BioAssay.
PI5P4Ka inh: PI5P4K alpha (human) kinase inhibition; P48426; max response, %; PI5P4Kalpha enzyme, ADP-Glo luminescence, 60 min; active compounds read low; AID 652105; 1.2% of 330,000 active; active = max response of -50% or lower; inconclusive = between -30% and -50%; inactive = -30% or higher; also: value at the top dose of about 77 µM; % is scaled to controls: 0 for no effect and ±100 for the full control effect
Target sequence (P48426 whole entry, looked up): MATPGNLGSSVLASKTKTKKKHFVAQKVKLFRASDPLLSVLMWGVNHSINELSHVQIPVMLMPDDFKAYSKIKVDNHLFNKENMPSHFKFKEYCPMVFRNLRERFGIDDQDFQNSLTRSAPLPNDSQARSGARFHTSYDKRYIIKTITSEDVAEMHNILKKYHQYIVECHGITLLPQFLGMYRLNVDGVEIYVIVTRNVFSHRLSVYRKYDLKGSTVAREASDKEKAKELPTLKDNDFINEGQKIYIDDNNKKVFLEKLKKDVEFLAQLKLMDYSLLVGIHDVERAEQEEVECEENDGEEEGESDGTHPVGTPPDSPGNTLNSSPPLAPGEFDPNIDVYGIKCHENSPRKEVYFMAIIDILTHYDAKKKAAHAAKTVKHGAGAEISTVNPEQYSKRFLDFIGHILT
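Compounds were pin-transferred onto PI5P4Kalpha and substrate in HEPES pH 7.4 buffer with EGTA, CHAPS and 5% DMSO. ATP (5 microM final) started the reaction, which ran 60 minutes at room temperature before ADP-Glo detection.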
PLK1 PBD inh: PLK1 (human) polo-box domain binding inhibition; P53350; Plk1 PBD binding of FITC phosphopeptide, fluorescence polarization; Potency, µM, for the others: max response, negative = inhibition, usual class: inhibitors; 2.8% of 360,000 active; AID 720504; also: potency is read from the fitted curve at half-maximal effect; series mostly up to about 57 µM; % is scaled to controls: 0 for no effect and ±100 for the full control effect; nearly all actives have a fitted effect of over 65% in size
GLP1R ag: activates the human GLP-1 receptor; P43220; HEK293 GLP-1R CRE-luciferase, luminescence, 4-6 h; cells express a hypersensitive GLP-1R form; Potency, µM (doses to about 45.6 µM), inactives show top-dose activation, usual class: activators; 0.007% of 380,000 active; also: potency is read from the fitted curve at half-maximal effect; % of control where 0% means no effect
IL-2 act: IL-2 activation; IL-2 activation reporter assay, cell-based qHTS; stimulated with anti-CD3/CD4/CD28 beads; in transgenic mouse T cells; activation, % (series mostly up to about 46 µM); 0.065% of 360,000 active; in the data active = activation above about 50%; inconclusive = mostly about 30% to 49%; also: 0% is about no effect
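Screening format: compound pinned onto unstimulated transgenic mouse T cells, 60 min incubation, then anti-CD3/anti-CD4/anti-CD28 bead stimulation for 18 hours at 37 degrees C, followed by EGFP and DsRed detection.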
GLP-1R inv ag: inverse agonists of human GLP-1 receptor | 1.6% of 410,000 active | P43220 | Potency, µM (highest dose often 38.3 µM), without a hit: top-dose activity change, negative = inhibition, most hits filed as inhibitors | HEK293 GLP-1R CRE-luciferase, luminescence, 24 h; GLP-1R form is constitutively active; also: potency is read from the fitted curve at half-maximal effect; % is scaled to controls: 0 for no effect and ±100 for the full control effect; nearly all actives have a fitted effect of over 55% in size
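Inverse agonists were sought by their lowering of basal cAMP reporter luciferase output in HEK293 cells stably carrying constitutively active human GLP-1R, after 24 h compound treatment.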
WRN helicase inh: WRN helicase (human) inhibition; Potency, µM (doses to about 114 µM), for inactives: at the top dose activity change, negative = inhibition, most hits filed as inhibitors; 0.46% of 360,000 active; AID 651768; WRN helicase unwinding, fluorescent forked duplex, kinetic; Q14191; also: potency is read from the fitted curve at half-maximal effect; % is scaled to controls: 0 for no effect and ±100 for the full control effect; nearly all actives have a fitted effect of over 55% in size
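WRN at 20 nM final was preincubated with compound for 15 min at room temperature; reaction started with 100 nM forked duplex oligonucleotide carrying fluorophore and quencher plus 2 mM ATP (final). Unwinding followed kinetically by red fluorescence (ex 525/em 598 nm).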
D3 ag: D3 dopamine receptor (human) agonism. D3R DiscoveRx beta-arrestin cells, luminescence, 90 min. max activation, %. 0.58% of 410,000 active. AID 652048; in the data active = max activation above about 30%; also: 0% is about no effect; mostly tested at two doses, the higher about 12 µM
Target sequence (P35462 whole entry, looked up): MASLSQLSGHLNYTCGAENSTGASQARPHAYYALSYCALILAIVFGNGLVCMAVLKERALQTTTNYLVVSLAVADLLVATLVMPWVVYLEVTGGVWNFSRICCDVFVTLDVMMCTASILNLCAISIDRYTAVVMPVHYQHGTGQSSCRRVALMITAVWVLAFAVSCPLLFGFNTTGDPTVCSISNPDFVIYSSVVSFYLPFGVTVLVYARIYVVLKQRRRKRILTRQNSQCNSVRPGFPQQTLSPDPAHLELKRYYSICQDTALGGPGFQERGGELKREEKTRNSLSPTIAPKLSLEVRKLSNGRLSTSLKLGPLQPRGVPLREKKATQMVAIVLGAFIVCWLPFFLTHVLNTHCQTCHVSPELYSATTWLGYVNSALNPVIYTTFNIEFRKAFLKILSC
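Agonist mode: compounds and dopamine controls were applied to plated cells for 90 min at 37 degrees C after an overnight attachment at 1500 cells/well. Luminescent read-out followed 30 - 60 minutes at room temperature with DiscoveRx detection reagent.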
GLP1R cytotox: cytotoxicity in counter-screen for GLP-1R inverse agonists; HEK293 cAMP-luciferase reporter cells, luminescence, 24 h; Potency, µM (series often up to 38.3 µM), for inactives: top-dose activity change, negative = inhibition, actives largely listed as inhibitors; 0.13% of 410,000 active; AID 624418;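 also: loss of luciferase light is scored as toxicity; potency is read from the fitted curve at half-maximal effect; % is scaled to controls: 0 for no effect and ±100 for the full control effect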
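MLSMR compounds, 24 hr on cells at 37 deg C/5% CO2; luminescence after luciferase reagent (12 min RT). Inhibition counted as the undesired cytotoxic outcome.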
DRD3 antagonist: D3 dopamine receptor (human) antagonism. AID 652054. 2.5% of 360,000 active. P35462. D3R cells, DiscoveRx beta-arrestin luminescence, antagonist mode; active compounds read low. max response, negative = inhibition, %; in the data active = max response below about -50%; inconclusive = no clear call, values can overlap the other calls; also: % is scaled to controls: 0 for no effect and ±100 for the full control effect; mostly tested at two doses, the higher about 12 µM
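Cells expressing the human receptor were seeded at 1500 cells/well, incubated overnight at 37 degrees C in 5% CO2, then exposed to library compounds with dopamine controls for 90 minutes at 37 degrees C before luminescent detection.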
The depositor's hits bear a star; ? = inconclusive; . = no result given; [ ] = another dose, or the depositor's remark. Unless noted, calls follow the shape of the dose curve; as a rule, active = well fitted curve in the direction sought with a large enough effect; inconclusive = small, poorly fitted or top-dose-only effect, or another doubt; inactive = no such curve, though single readings can be large; an effect the other way counts as inactive or inconclusive. Compounds were not picked by outcome; overall some 7.8% were active at least once.

smiles | D3 ag | PI5P4Ka inh | PLK1 PBD inh | GLP1R ag | WRN helicase inh | GLP1R cytotox | GLP-1R inv ag | DRD3 antagonist | IL-2 act
COc1cc(CN2CCN(CCc3ccccc3)C(CCO)C2)cc(OC)c1 (configuration not stated) | -6 | -6 | -6% | -2% | 3% | -7%[0.307 µM] | -5%[0.307 µM] | 1 | 0.8
CCN1CCN(C(=O)c2ccc(OC3CCN(CCc4ccccc4)CC3)cc2)[C@@H](C)C1=O | -2 | -5 | 1% | 3% | -12% | 2% | -20% | -20 | 0.9
Cc1sc2ncnc(N3CCC(C(=O)Nc4cc(Cl)ccc4Cl)CC3)c2c1C | 42* | -4 | 1% | -4% | -6% | -17% | 10µM* | 32 | -2.3
Cn1c(=O)[nH]c(=O)c2c1nc(Br)n2CC(O)c1ccccc1 (configuration not stated) | -1 | 5 | -2% | 3% | -1% | -10% | -6% | 15 | 1.2
COC(=O)c1cc(OC)c(OC)cc1NC(=O)Cc1cccs1 | 20 | -3 | -12% | 7% | -8% | -8% | 153%[activator] | 1 | -3.1
CCOC(=O)C1=C(COC(=O)CC(C)c2ccccc2)NC(=O)NC1C (configuration not stated) | 1 | 3 | -1% | 20% | 3% | 1% | -21% | -1 | 1.0
CCCc1nc(SCC(=O)N2CCN(c3ccccc3)CC2)c2c(=O)n(C)c(=O)n(C)c2n1 | 4 | -2 | 4% | -5% | 0% | 1% | 12% | 20 | -3.0
CCOC(=O)Cc1c(C)c2c(O)cc(O)cc2oc1=O | 5 | . | 2% | 2% | -8% | 339%[activator] | 0% | -13 | -1.7
O=C(O)CCn1c(=O)n(CCC(=O)O)c(=O)n(CCC(=O)O)c1=O | -8 | 3 | -9% | -3% | -7% | 2% | 7% | 2 | 0.2
O=C1N(Cc2ccccc2)c2ccc(Cl)cc2C12OCCO2 | -2 | 10 | 1% | 5% | -6% | -11% | ? | 0 | -3.7
O=c1[nH]c(SCc2cccc(F)c2)nc2c1CCCC2 | 10 | 15 | -23% | 3% | 4% | 18% | 2% | 7 | -2.5
Cc1ccccc1CNC(=O)c1csc([C@@H]2O[C@H](CO)[C@@H](O)[C@H]2O)n1 | 5 | 8 | -5% | -10% | -4% | 1% | 4% | 2 | -0.3
C=Cc1ccc(CN2C(=O)N(c3ccc(C)c(C)c3)S(=O)(=O)c3ccccc32)cc1 | 5 | . | . | 0% | . | -3% | ? | . | .
CCOC(=O)c1cc2sccc2n1CC(=O)C(C)(C)C | 1 | -1 | -8% | 6% | -1% | 18% | -11% | 0 | -1.3
CCCn1nnnc1NCc1ccc(OC)cc1OC | -1 | -10 | -12% | 4% | 14% | 3% | 12% | -4 | -0.7
COc1ccc(S(=O)(=O)N2CCN(c3ccccc3)CC2)cc1C(=O)N1CCCC1 | 1 | -6 | -2% | 1% | -26% | -5% | 7% | 30 | -1.7
CCCNC(=S)N1CCN(Cc2ccc3c(c2)OCO3)CC1 | -23 | -4 | -7% | 9% | -4% | 2% | ? | ? | -0.9
O=C(NCC(c1cccs1)N1CCc2ccccc21)c1ccccc1 (configuration not stated) | -4 | -5 | 1% | -2% | 2% | ? | 7.1µM* | 21 | -3.3
O=C(NCc1ccccc1)c1cc(C2CCCCN2S(=O)(=O)Cc2ccccc2)on1 (configuration not stated) | -22 | -1 | -9% | -3% | -9% | -11% | ? | 0 | -0.4
N[C@@H](Cc1ccccc1)C(=O)N1CCC(C(=O)NCC(=O)Nc2ccc(F)cc2)CC1 | -11 | -10 | -12% | -4% | 10% | ? | -14% | -9 | -1.8
COc1cccc(N(C(=O)c2snc(C(N)=O)c2N)C(C(=O)NCC2CCCO2)c2ccc3ncccc3c2)c1 (configuration not stated) | -10 | 2 | -8% | 12% | 3% | 15% | 12% | -13 | 18
COc1ccc(C(C(=O)NC2CCCC2)N(CCO)C(=O)Cn2nnc(-c3ccc(C)o3)n2)cc1OC (configuration not stated) | -8 | 5 | -11% | 7% | 2% | -1% | -22% | -20 | 1.3
COc1ccc(-c2cc(C(=O)n3cnc4ccccc43)c3ccccc3n2)cc1 | 18 | 1 | 2% | 0% | -4% | -4% | 20% | 50 | -0.4
CCOC(=O)CN(C(=O)CSc1nnc(COc2ccc(OC)cc2)n1C)c1ccccc1 | -2 | 8 | 2% | 3% | -1% | -11% | -8% | 4 | -0.4
CCn1c(SCC(=O)NC2CC2)nc2ccccc21 | -1 | -6 | -6% | 4% | 4% | 1% | 12% | -1 | -0.6

Profiles from above.
`N[C@@H](Cc1ccccc1)C(=O)N1CCC(C(=O)NCC(=O)Nc2ccc(F)cc2)CC1` is listed as D3 ag = -11; PI5P4Ka inh = -10; PLK1 PBD inh = -12%; GLP1R ag = -4%; WRN helicase inh = 10%; GLP1R cytotox = ?; GLP-1R inv ag = -14%; DRD3 antagonist = -9; IL-2 act = -1.8
`O=C(NCc1ccccc1)c1cc(C2CCCCN2S(=O)(=O)Cc2ccccc2)on1` (configuration not stated) is listed as D3 ag = -22; PI5P4Ka inh = -1; PLK1 PBD inh = -9%; GLP1R ag = -3%; WRN helicase inh = -9%; GLP1R cytotox = -11%; GLP-1R inv ag = ?; DRD3 antagonist = 0; IL-2 act = -0.4

Further results follow.
smiles | D3 ag | PI5P4Ka inh | PLK1 PBD inh | GLP1R ag | WRN helicase inh | GLP1R cytotox | GLP-1R inv ag | DRD3 antagonist | IL-2 act
O=C(NCc1ccccc1)C1CC2CCCC(C1)C2=O (configuration not stated) | -5 | . | -13% | -10% | -6% | 4% | -1% | ? | -1.4
O=C1c2ccccc2C(Nc2ccc3c(c2)OCCO3)N1Cc1ccco1 (configuration not stated) | 7 | 2 | -10% | -3% | 3% | -2% | ? | 38 | -2.9
NS(=O)(=O)c1ccc(NC(=O)CSc2n[nH]c(=O)n2C2CC2)cc1 | -12 | -1 | -1% | -5% | 6% | 3% | 15% | -9 | 1.1
Cc1c(NC(C)c2cc(Cl)ccc2O)c(=O)n(-c2ccccc2)n1C (configuration not stated) | 4 | 12 | -6% | 0% | -6% | 69%[activator] | 3% | 11 | 1.6
CCOc1ccc(-n2c(C)c(C(=O)O)c3cc(OC)ccc32)cc1 | 4 | 1 | -10% | 1% | -10% | 13% | -12% | -23 | 1.0
CC(=O)C1=NN(c2ccccc2)C(c2cccs2)N1c1ccc(N(C)C)cc1 (configuration not stated) | -18 | . | -9% | -4% | -4% | 0% | -3% | -19 | -2.5
Cc1c(CCOC(=O)C23CC4CC(CC(C4)C2)C3)sc[n+]1Cc1ccccc1 | -9 | 5 | 1% | 6% | -6% | 2% | 5% | -5 | -4.2
CCOCCCNC(=O)C1CCN(C(=O)Nc2ccc(C)cc2)CC1 | 2 | . | -3% | -10% | 9% | 5% | -5% | 31 | -1.1
CN(CC(=O)NC1CCCCCC1)S(=O)(=O)c1ccc2c(c1)n(C)c(=O)c(=O)n2C | -8 | 2 | -3% | 1% | 1% | -26% | 12% | 2 | -3.0
O=C(N/N=C1\CC2CC=CC12)c1ccccc1Cl (configuration not stated) | -2 | 0 | -2% | 5% | -2% | 15% | 10% | 5 | 2.4
COc1ccc(-n2cc(CNC3CCN(C)CC3)c(-c3cccc(F)c3)n2)cc1 | -11 | 8 | -3% | -4% | -1%[57.1 µM] | ? | ? | -28 | 1.9
O=C(N1CCCCCC1)N1CCN(S(=O)(=O)N2CCCCC2)CC1 | 7 | -1 | -1% | 0% | 3% | -20% | -17% | ? | 0.4
C/C(=N\OCC(=O)O)c1ccc(Cl)cc1 | -13 | -2 | 5% | -2% | 6% | 0% | 4% | 10 | 0.3
Cc1ccc(Cl)cc1NC(=O)CC1Sc2ccccc2NC1=O (configuration not stated) | -7 | . | . | 0% | . | -3% | -2% | . | .
C=CCOc1cccc(C2C(C(=O)c3cc4ccccc4o3)=C(O)C(=O)N2c2cc(C)on2)c1 (configuration not stated) | 5 | -28 | ? | -3% | -3% | 3% | ? | 8 | 0.2

Gathered by group: the compounds so far containing a COOH group (3)
smiles | D3 ag | PI5P4Ka inh | PLK1 PBD inh | GLP1R ag | WRN helicase inh | GLP1R cytotox | GLP-1R inv ag | DRD3 antagonist | IL-2 act
O=C(O)CCn1c(=O)n(CCC(=O)O)c(=O)n(CCC(=O)O)c1=O | -8 | 3 | -9% | -3% | -7% | 2% | 7% | 2 | 0.2
CCOc1ccc(-n2c(C)c(C(=O)O)c3cc(OC)ccc32)cc1 | 4 | 1 | -10% | 1% | -10% | 13% | -12% | -23 | 1.0
C/C(=N\OCC(=O)O)c1ccc(Cl)cc1 | -13 | -2 | 5% | -2% | 6% | 0% | 4% | 10 | 0.3
